# Screens (PubChem BioAssay)
# OX1R antag-1: antagonists of human orexin 1 receptor (OX1R). O43613. OX1R-expressing cells, FRET antagonist read-out. inhibition, % at 6.6 µM. hit rate 1.8% among 330,000. AID 485270; in the data active = inhibition mostly above about 38%, no sharp cut-off; inactive = mostly below about 40%;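 note: 0% = agonist challenge alone and 100% = reference antagonist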
# Target sequence (O43613 whole entry, looked up): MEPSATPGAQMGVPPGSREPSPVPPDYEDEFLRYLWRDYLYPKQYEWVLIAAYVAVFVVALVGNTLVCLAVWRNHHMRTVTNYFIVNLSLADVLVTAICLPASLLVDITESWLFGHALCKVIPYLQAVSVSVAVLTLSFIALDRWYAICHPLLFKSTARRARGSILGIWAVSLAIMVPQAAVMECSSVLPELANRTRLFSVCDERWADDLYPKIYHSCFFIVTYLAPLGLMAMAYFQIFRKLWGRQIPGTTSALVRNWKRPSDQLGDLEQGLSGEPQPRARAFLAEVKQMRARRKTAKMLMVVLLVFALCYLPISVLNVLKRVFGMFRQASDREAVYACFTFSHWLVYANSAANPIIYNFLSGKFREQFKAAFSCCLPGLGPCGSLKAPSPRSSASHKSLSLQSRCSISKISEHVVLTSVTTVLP
# OX1R antag-2: blocks the human orexin 1 receptor. O43613. CHO/OX1R cells, Fluo-8 calcium fluorescence, orexin A. inhibition, % at 5 µM. hit rate 0.43% among 330,000. AID 434989;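 active = inhibition above its plate's threshold, mean inhibition of all tested compounds on the plate plus 3 SD, cut at about 37% in these data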;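 note: 0% = orexin A challenge wells and 100% = SB-334867-A antagonist wells; not every result past the cut was called active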
# * hit, by the source's call.
mol | OX1R antag-1 | OX1R antag-2
CCOC(=O)c1c(CN2CCCCC2C)oc2ccc(OC)cc12 (configuration not stated) | 9 | -22
CCOC(=O)C1CCN(C(=O)CCC2CCCC2)CC1 | 15 | -8
C/C(Cl)=C/Cn1c(N2CCCC2)nc2c1c(=O)n(C)c(=O)n2C | 21 | -28
Nc1nonc1C(=O)NCCNCc1ccccc1OCc1ccccc1F | 10 | 2
O=C(Cn1nc(-c2cccc([N+](=O)[O-])c2)c2ccccc2c1=O)Nc1cccnc1 | 15 | -16
COc1cccc(-n2c(=O)c3sccc3n(CC(=O)NCC3CCCO3)c2=O)c1 (configuration not stated) | 19 | -9
Cc1cccc(NC(=O)c2c(F)c(F)c(F)c(F)c2F)c1 | 39 | -17
CCN1CCN(CCCNC(=O)c2ccc(NC(=O)C3=C(C)OCCS3)cc2)CC1 | -3 | -24
CC(=O)Nc1ccc(NC(=O)CNC(=O)c2sc3ccccc3c2Cl)cc1 | 27 | -16
COc1ccccc1NC1=NC(c2ccc(Cl)cc2)N=C(N)N1 (configuration not stated) | 14 | -10
C=CCN1C(=O)c2ccc(C(=O)N3CCN(S(=O)(=O)c4cccc(F)c4)CC3)cc2C1=O | 21 | -23
O=C(/C=C/c1cccc([N+](=O)[O-])c1)NCCSCc1c(Cl)cccc1Cl | 42 | -4
Cc1ccnc(NC(=O)CCC(=O)N(CC(=O)NC2CCCCC2)CC2CCCO2)c1 (configuration not stated) | 15 | -37
CSc1cccc(NS(=O)(=O)c2ccc(F)cc2)c1 | 17 | 8
CS(=O)(=O)N(CC(=O)N1CCN(c2ccccc2)CC1)c1ccccc1Cl | 16 | 2
CC(=O)Nc1cccc(Oc2cnc3ccccc3n2)c1 | 6 | -9
CCOc1ccc(N2C(=O)CC(Sc3nc(CC(C)C)ccc3C#N)C2=O)cc1 (configuration not stated) | 41 | -27
Cc1ccc(N2C(=O)CC(N(O)C3CC(=O)N(c4ccc(C)cc4)C3=O)C2=O)cc1 (configuration not stated) | 7 | -32
Cc1ccccc1N/N=C/c1c(C)nc2ccccn12 | 11 | -36
Cc1cc(C)c(NC(=O)C2c3ccccc3Oc3ccccc32)c(C)c1 | 10 | -14
CC[C@@H](C)[C@@H]1CN([C@@H](C)CN2CCC[C@H]2CN2C(N)=NC[C@H]2CC(C)C)C(=N)N1CCCC1CCCC1 | 3 | -22
COc1ccc(Cn2c(N)c(S(=O)(=O)c3cccs3)c3nc4ccccc4nc32)cc1 | 25 | -7
CCOC(=O)c1c(C)[nH]c(C(=O)OCC(=O)NC2CCS(=O)(=O)C2)c1C (configuration not stated) | 25 | -9
Cc1cccc(C(=O)OCC(=O)N2CC(C)CC(C)C2)c1C (configuration not stated) | 7 | -13
COc1ccc(CCNC(=O)C/C(C)=N/NC(=O)c2ccc(Cl)cc2Cl)cc1OC | 19 | -20
Cc1cc(NS(=O)(=O)c2ccc(Nc3nc(-c4sc(NC(=O)c5ccccc5)nc4C)cs3)cc2)no1 | 30 | 9
OC(CNC1CCCCC1)COCCOc1ccc(Br)cc1 (configuration not stated) | 9 | -9
Cc1cnc(NC(=O)CSc2nnc(-c3ccc(Cl)cc3Cl)n2N)s1 | 11 | -9
O=C1CN(S(=O)(=O)c2ccccc2)CCN1S(=O)(=O)c1ccccc1 | 0 | 5
COC(=O)c1ccc(CN2CCN(C(C)C)C(CCO)C2)cc1 (configuration not stated) | 3 | -20
COc1cccc(C(C(=O)NC2CCCC2)N(C(=O)c2ccco2)c2cccc(C(C)=O)c2)c1OC (configuration not stated) | 43 | -23
Cc1ccc(NC(=O)NC2=N/C(=C(/C#N)C(=O)N3CCCC3)c3ccccc32)cc1 | 23 | -7
COc1ccccc1NC(=O)CCc1nc2ccccc2s1 | 16 | -23
CC(C)C1C(C#N)=C(N)Oc2n[nH]c(-c3ccc4ccccc4c3)c21 (configuration not stated) | -4 | 42
CC1CCCCC1NC(=O)c1cncc(Br)c1 (configuration not stated) | 12 | -18
COCC1CCN(C(=O)CC2C(=O)NCCN2Cc2cccc(Oc3ccccc3)c2)CC1 (configuration not stated) | 7 | -37
O=C(CSc1nnnn1-c1cccc(O)c1)NC1CC1 | -2 | 9
O=C1c2ccccc2C2(c3ccccc3)NCCN12 (configuration not stated) | 7 | 7
Cc1ccc(C(=O)OCC2OC3OC(C)(C)OC3C2O)cc1 (configuration not stated) | 21 | -8
Cc1cc(S(=O)(=O)c2cc3ccc(O)c(C)c3oc2=O)ccc1F | 6 | -4
O=C(COc1ccc([N+](=O)[O-])cc1)NCCc1nc2ccccc2[nH]1 | 10 | -11
CCO[C@H]1OC(C(=O)N2CCN(Cc3ccc4c(c3)OCO4)CC2)=C[C@@H](c2cn(C(C)=O)c3ccccc23)[C@@H]1CCCO | 27 | -15
O=C(CCC(=O)OCC(=O)c1ccc(-c2ccccc2)cc1)Nc1cccc2cccnc12 | 44 | -7
CC(=O)Nc1nonc1NC(=O)CSC1=NCCS1 | 10 | -9
CC(C)CC(=O)NN(C)c1nc(-c2ccccc2)nnc1C(F)(F)F | 32 | -21
CC(NC(=O)/C(C#N)=C1\N=C(NC(=O)c2ccco2)c2ccccc21)c1ccccc1 (configuration not stated) | 16 | -14
O=C(NCc1ccco1)c1sc2ccccc2c1Cl | 21 | -22
NC(=S)NNC(=O)c1cccc(Cl)c1 | 3 | -16
COc1ccccc1-n1cnnc1SCC(=O)Nc1nc(C)c(Cl)cc1Cl | 6 | -9
COc1ccc(N2CCN(CC(O)COCCOc3ccc(Br)cc3)CC2)cc1 (configuration not stated) | 8 | -15
CC(O)c1cccc(N=Cc2ccc3ccccc3c2O)c1 (configuration not stated) | 33 | 7
COC(=O)[C@H](CCSC)NC(=O)N1CCN(Cc2ccccc2)CC1 | 2 | 16
O=C(Nc1c2n(c(=S)n(-c3ccccc3)c1=O)CCCCC2)c1ccccc1 | 29 | -27
COc1cc(/C=N/n2c(C)n[nH]c2=S)ccc1OCc1ccc(F)cc1 | 18 | -14
CCCCn1c(O)c(N=NC(=O)c2ccco2)c2ccccc21 | 41 | -33
CCC(NC(=O)c1ccccc1O)c1ccccc1 (configuration not stated) | 18 | -9
Cc1ccccc1-c1nnc(SCC(=O)Nc2cccc(C)c2C)o1 | 8 | -26
Cc1ccc(NC(=O)c2ccc(NCCCN3CCC(C)CC3)c([N+](=O)[O-])c2)c(C)c1 | 36 | -31
COc1ccc(N(C)S(=O)(=O)c2cccc(C(=O)NC3CCCC(C)C3C)c2)cc1 (configuration not stated) | 11 | -35
Cc1cc(C(=O)N/N=C/c2ccc(Br)o2)n[nH]1 | 0 | 1

# Continuation.
mol | OX1R antag-1 | OX1R antag-2
Cc1cc(NC(=O)CSc2nnc(-c3ccoc3C)n2N)no1 | 14 | 6
COC(=O)CN1C(=O)N/C(=C/c2ccc(OC)cc2)C1=O | 41 | 13
COc1ccc(/C=C(\NC(=O)c2ccccc2)C(=O)N2CCN(C)CC2)cc1 | 13 | 7
O=c1c2cc(-c3ccccc3)sc2nc2n1N=C(c1cccs1)CS2 | 49* | 14
O=C(c1ccc2ccccc2c1)N1CCN(c2ccc(C(F)(F)F)cn2)CC1 | 29 | -17
COc1ccc2oc(C(=O)c3ccccc3)c(NC(=O)CN3CCN(C)CC3)c2c1 | 12 | -43
O=C(CSc1nnc(-c2ccccc2)c(-c2ccccc2)n1)NC1CCS(=O)(=O)C1 (configuration not stated) | 38 | -24
COc1ccc(OCc2cc(C(=O)NCCCc3ccccc3)no2)c(Cl)c1 | 35 | -13
Cc1ccn(CC(=O)N2CCCC(C(=O)c3cccc4ccccc34)C2)n1 (configuration not stated) | 13 | -11
COc1ccc(NC(=O)C(C)NS(=O)(=O)c2ccccc2)cc1Cl (configuration not stated) | 49 | -13
O=C(CN1C2=NCCN2c2ccccc21)c1ccc(Br)cc1 | 20 | -22
CON(C)c1nc(OCC#N)nc(N(C)C)n1 | 11 | -12
Cc1cccc(NC(=O)CSc2nnc(CNC(=O)c3ccco3)o2)c1 | 4 | -16
COc1ccc(NC(C)=O)cc1NC(C)C(=O)Nc1ccc(F)c(F)c1F (configuration not stated) | 20 | -4
CNC(=O)c1cnn(-c2nc(-c3ccc(OC)cc3)cs2)c1C(F)(F)F | 7 | -13
COc1ccccc1CCNC(=O)C(=O)Nc1cc2c3c(c1)C(C)C(=O)N3CCC2 (configuration not stated) | 29 | -26
CC(C)CC(=O)N1CCN(C(=O)c2ccco2)CC1 | 9 | 4
CCOc1ccccc1N(CC(=O)N1CCC(C(N)=O)CC1)S(=O)(=O)c1ccc(SC)cc1 | 14 | -21
O=C(Nc1cccc(S(=O)(=O)NC2=NCCC2)c1)c1cc(-c2ccccn2)nc2ccccc12 | 5 | -33
CC(=O)c1cccc(NC(=O)Cc2cccs2)c1 | 11 | -11
COc1ccc(Nc2nc(-c3cc4cccc(OC)c4oc3=O)cs2)cc1 | 22 | -11
CCCN1C(=O)C(O)(CC(=O)c2cccc(OC)c2)c2ccccc21 (configuration not stated) | 4 | -21
Cc1ccsc1C(=O)OCC(=O)Nc1ccc(Cl)cc1C(F)(F)F | 19 | 1
CNC(=O)COC(=O)c1ccccc1Nc1ccccc1 | 17 | -15
Cc1ccc(OCCCn2c(CO)nc3ccccc32)cc1 | -3 | -22
COc1ccccc1-c1ccc(=O)n(CC(=O)NCc2ccc3c(c2)OCO3)n1 | 23 | -20
CCc1cc2c(=O)oc(-c3ccccc3F)nc2s1 | 22 | -10
COc1ccc(C2c3[nH]c4ccccc4c3CCN2C(=O)c2cn3ccccc3n2)c(F)c1 (configuration not stated) | 20 | -3
COc1ccc(Br)cc1CN(C)C(=O)c1ccncc1 | 20 | 2
CC(NC(=O)COC(=O)/C=C/c1cccc(C(F)(F)F)c1)c1ccccc1 (configuration not stated) | 13 | -9
CC(C)c1ccc(/C=C2\C(=N)N3N=C(CC(=O)N4CCCCC4)SC3=NC2=O)cc1 | 3 | 9
CCn1c(=S)sc2c(=O)n(CC(=O)Nc3cccc(OC)c3)c(C)nc21 | 16 | -4
CCOC(=O)C1C(=O)CC(C)(O)C(C(=O)OCC)C1c1ccccc1OC (configuration not stated) | 7 | -6
O=C1OC(N2C(=O)CC[C@H]2C(=O)Nc2ccc(Br)cc2F)c2ccccc21 (some centres not stated) | 6 | -9
CN(CC(=O)NC(c1ccccc1)c1ccccc1)Cc1nc2ccccc2c(=O)[nH]1 | 24 | -26
Oc1c(Br)cc(C=Nc2ccc3nc(-c4ccccc4)[nH]c3c2)c(O)c1Br | 28 | -28

# 3 compounds from above, sorted by count of non-hydrogen atoms, high to low.
mol | OX1R antag-1 | OX1R antag-2
COc1ccc(C2c3[nH]c4ccccc4c3CCN2C(=O)c2cn3ccccc3n2)c(F)c1 (configuration not stated) | 20 | -3
CCn1c(=S)sc2c(=O)n(CC(=O)Nc3cccc(OC)c3)c(C)nc21 | 16 | -4
COc1ccc(Br)cc1CN(C)C(=O)c1ccncc1 | 20 | 2

# Among those listed so far, these contain fluorine.
mol | OX1R antag-1 | OX1R antag-2
Nc1nonc1C(=O)NCCNCc1ccccc1OCc1ccccc1F | 10 | 2
Cc1cccc(NC(=O)c2c(F)c(F)c(F)c(F)c2F)c1 | 39 | -17
C=CCN1C(=O)c2ccc(C(=O)N3CCN(S(=O)(=O)c4cccc(F)c4)CC3)cc2C1=O | 21 | -23
CSc1cccc(NS(=O)(=O)c2ccc(F)cc2)c1 | 17 | 8
Cc1cc(S(=O)(=O)c2cc3ccc(O)c(C)c3oc2=O)ccc1F | 6 | -4
CC(C)CC(=O)NN(C)c1nc(-c2ccccc2)nnc1C(F)(F)F | 32 | -21
COc1cc(/C=N/n2c(C)n[nH]c2=S)ccc1OCc1ccc(F)cc1 | 18 | -14
O=C(c1ccc2ccccc2c1)N1CCN(c2ccc(C(F)(F)F)cn2)CC1 | 29 | -17
COc1ccc(NC(C)=O)cc1NC(C)C(=O)Nc1ccc(F)c(F)c1F (configuration not stated) | 20 | -4
CNC(=O)c1cnn(-c2nc(-c3ccc(OC)cc3)cs2)c1C(F)(F)F | 7 | -13
Cc1ccsc1C(=O)OCC(=O)Nc1ccc(Cl)cc1C(F)(F)F | 19 | 1
CCc1cc2c(=O)oc(-c3ccccc3F)nc2s1 | 22 | -10
COc1ccc(C2c3[nH]c4ccccc4c3CCN2C(=O)c2cn3ccccc3n2)c(F)c1 (configuration not stated) | 20 | -3
CC(NC(=O)COC(=O)/C=C/c1cccc(C(F)(F)F)c1)c1ccccc1 (configuration not stated) | 13 | -9
O=C1OC(N2C(=O)CC[C@H]2C(=O)Nc2ccc(Br)cc2F)c2ccccc21 (some centres not stated) | 6 | -9
